Assay outcomes (PubChem)
CASP6 VEID inh: caspase-6 (human) enzyme inhibition | P55212 | purified caspase-6, Z-VEID-R110 cleavage fluorescence | inhibition, % at 12.5 µM | 350,000 tested, 0.53% active | AID 686996;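 active = mean inhibition across replicates at least about 35%, with every replicate also reaching that limit, limit read from the data; inconclusive = only one of the two criteria met; inactive = neither criterion met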;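 note: 0% = median of neutral control wells and 100% = no fluorescence left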
Target sequence (P55212 24-179 limits assumed): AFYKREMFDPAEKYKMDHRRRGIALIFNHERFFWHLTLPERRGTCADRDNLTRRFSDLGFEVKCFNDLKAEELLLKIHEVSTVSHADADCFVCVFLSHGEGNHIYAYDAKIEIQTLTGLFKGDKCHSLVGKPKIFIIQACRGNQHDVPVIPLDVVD
Target sequence (P55212 194-293 limits assumed): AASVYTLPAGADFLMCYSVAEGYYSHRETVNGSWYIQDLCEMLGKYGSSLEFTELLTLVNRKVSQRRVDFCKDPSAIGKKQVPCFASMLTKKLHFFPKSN
SIRT5 block: inhibitors of human sirtuin-5 desuccinylase; inhibition, % at 15 µM; Purified SirT5, succinyl-peptide AMC, trypsin-coupled fluorescence; 330,000 tested, 1.1% active; in the data active = inhibition above about 15%; inconclusive = no clear call, values can overlap the other calls
Target sequence (Q9NXA8 whole entry, looked up): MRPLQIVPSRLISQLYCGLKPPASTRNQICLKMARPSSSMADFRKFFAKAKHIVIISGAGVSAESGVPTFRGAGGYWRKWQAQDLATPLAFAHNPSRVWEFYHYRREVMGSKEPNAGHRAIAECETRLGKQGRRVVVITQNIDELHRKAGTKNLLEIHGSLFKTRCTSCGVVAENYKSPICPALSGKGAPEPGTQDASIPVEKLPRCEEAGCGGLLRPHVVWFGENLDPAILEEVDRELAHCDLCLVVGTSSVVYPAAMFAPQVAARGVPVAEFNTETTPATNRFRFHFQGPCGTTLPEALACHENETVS
DENV2 CPE: DENV2-induced cell death inhibition. DENV2-infected cells, cytopathic effect rescue, plate reader. CPE inhibition, % at 9.99 µM. 350,000 tested, 1.7% active; in the data active = CPE inhibition above about 20%, passing the limit was not always enough; inconclusive = no clear call, values can overlap the other calls; tested in BHK-21 cells;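 note: 0% = median of neutral control wells and 100% = median of positive control wells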
PAX8 inh HTS: inhibitors of PAX8 transcriptional activity in RMG-I cells; RMG-I TPO-luciferase reporter, SteadyGlo, 24 h; inhibition, % at 12.6 µM; 360,000 tested, 1.2% active;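 active = mean replicate inhibition at least 60% with every replicate also reaching 60%; inconclusive = only one of the two criteria is met; inactive = mean below 60% and not all replicates reaching 60%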;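 note: luciferase light reporting Pax8 driven TPO promoter activity; plate controls were median of neutral control wells for no effect and mitoxantrone controls for full effect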
EWS-Fli inh: inhibitors of EWS/Fli oncoprotein transcriptional activity | 350,000 tested, 0.67% active | A673 NR0B1-luciferase reporter, viability-normalised | inhibition, % at 12.6 µM;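 active = mean inhibition of at least 50% after viability correction, with every replicate also passing that limit; inconclusive = mean reaches 50% but only one of two replicates passes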;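 note: firefly luciferase signal divided by Alamar Blue viability fluorescence both relative to DMSO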
ARNT-TACC3 inh: ARNT/TACC3 interaction disruption; AlphaScreen His-ARNT PAS-B/GST-TACC3 binding, luminescence; TACC3 fragment carries E629A point mutation; inhibition, % at 9.99 µM; 390,000 tested, 0.66% active; AID 623870;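 active = mean inhibition of replicates at least 50% and at least half of replicates each reaching 50%; inconclusive = half or more replicates reach 50% but mean below 50%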;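 note: 0% = complete ARNT plus TACC3 wells and 100% = ARNT alone without TACC3; many hits fall short of the cut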
LGR2 inh: inhibitors of bursicon-induced Drosophila LGR2 receptor cAMP signaling. HEK293 LGR2, CRE-luciferase, bursicon-stimulated, 4 h. inhibition, % at 9.99 µM. 380,000 tested, 0.35% active. AID 720647;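 active = drop in luminescence signal, shown as inhibition above about 50% in the replicate tests, limit read from the data, passing the limit was not always enough; inconclusive = probably only some replicates passing the limit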;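 note: agonist challenge used bursicon conditioned medium at about half maximal strength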
The depositor's hits bear a star; ? = inconclusive; . = not tested or not shown. This is a random part of the collection; 4.9% or so of the library scored in one or more.

SMILES | CASP6 VEID inh | SIRT5 block | DENV2 CPE | PAX8 inh HTS | EWS-Fli inh | ARNT-TACC3 inh | LGR2 inh
COc1ccc(S(=O)(=O)NC(C)C)cc1C(=O)N1CCOCC1 | -1 | 0 | 2 | 1 | -16 | 6 | 16
Cc1ccccc1COn1nnc2ccc(S(=O)(=O)N3CCOCC3)cc21 | 4 | 3 | -3 | . | 14 | -1 | -5
COC(=O)/C(=N\Nc1ccc(Cl)cc1)Sc1nnc(-c2ccc(OC)cc2)n1C | 0 | . | -12 | 13 | 4 | -5 | 1
Cc1cc(F)ccc1-c1cc(C(=O)Nc2ccc(F)cc2)[nH]n1 | -1 | -4 | 5 | -191 | -123 | . | -98
CCC1CCCCN1C(=O)COC(=O)c1cccs1 (centres undefined) | -2 | 5 | ? | -28 | -2 | -11 | -10
C[C@@H]1CN([C@H](C)CO)C(=O)Cc2cc(NC(=O)CCCCCC(=O)Nc3ccccc3N)ccc2O[C@@H]1CN(C)S(C)(=O)=O | 0 | . | 91* | 6 | 3 | 29 | 2
O=c1ccc(=O)n(-c2ccccc2)[nH]1 | 5 | 5 | 6 | -10 | 0 | -3 | .
COC(=O)c1sccc1NC(=O)CC1C(=O)NCCN1C(=O)Nc1cc(Cl)ccc1OC (centres undefined) | 2 | 0 | -3 | 30 | -3 | . | -14
CC(=O)N1CCN(c2ccc(S(=O)(=O)NCCN(C(C)C)C(C)C)cc2[N+](=O)[O-])CC1 | . | . | . | -20 | . | -3 | 9
Cc1noc(C)c1-c1nc(CSc2ccccc2)no1 | 0 | -1 | 3 | 0 | -26 | -5 | -5
Cc1c(CCOC(=O)c2cc([N+](=O)[O-])cc([N+](=O)[O-])c2)sc[n+]1CCCCS(=O)(=O)[O-] | -4 | 1 | 3 | -9 | 12 | 20 | -8
O=C(Cn1cc(C(F)(F)F)ccc1=O)Nc1cc(S(=O)(=O)N2CCOCC2)ccc1Cl | 2 | 2 | 2 | 0 | 6 | -5 | -11
Cc1cnc(C(=O)Nc2ccc(C)c(S(=O)(=O)N(C)C)c2)cn1 | -1 | . | ? | 39 | -6 | -2 | -6
Cc1cc[n+](C2=C([O-])c3ccccc3C(=O)/C2=N\S(=O)(=O)c2cccs2)cc1C | 5 | -1 | -2 | 20 | -2 | . | -23
O=C(NCc1cc(C(F)(F)F)ccc1F)C1CCC(=O)N(C2CC2)C1 (centres undefined) | 1 | -5 | -5 | -9 | . | -2 | -6
CO[C@H]1CN(C)C(=O)c2ccc(NC(=O)NC(C)C)cc2OC[C@@H](C)N(Cc2ccccn2)C[C@@H]1C | 2 | -2 | -8 | -7 | 0 | 5 | 10
COc1ccc(CC(=O)Nc2cccc(SC)c2)cc1OC | 1 | -1 | 7 | -9 | 6 | -2 | -13
Cc1ccc(CNC(=O)c2cncc(Br)c2)cc1 | -4 | -1 | 0 | -19 | -1 | -1 | -5
Fc1ccc(NCc2nnc(SCc3ccccc3)o2)cc1 | 3 | 1 | -4 | 2 | 9 | -1 | -15
COc1ccc(/C(C)=N/NC(=O)c2nnn(-c3nonc3N)c2-c2cccs2)cc1OC | 4 | -5 | -2 | -12 | . | 0 | -28
COc1cccc(Oc2cc(NN3CCCCC3)c([N+](=O)[O-])cc2[N+](=O)[O-])c1OC | 5 | . | -2 | -14 | 5 | 13 | -2
Cc1noc(C)c1NC(=O)N(C)C[C@H]1OCCCC[C@@H](C)Oc2ccc(NC(=O)Cc3ccccc3)cc2C(=O)N([C@H](C)CO)C[C@H]1C | -6 | 6 | -1 | . | -1 | -12 | -8
Cc1nn(C(C)(C)C)c(NC(=O)c2ccc(Cl)cc2Cl)c1Br | 0 | . | -7 | -21 | 6 | -2 | 7
c1ncn(C23CC4CC(CC(C4)C2)C3)n1 | . | . | . | -4 | . | -3 | 1
Cc1cccc(N2CC(C(=O)Nc3ccc(S(=O)(=O)NCC4CCCO4)cc3)CC2=O)c1C (centres undefined) | 3 | -1 | 7 | 9 | 3 | 1 | 8

Grouped by structure, the compounds so far containing an aryl thioether with sulfur outside any ring (three)
SMILES | CASP6 VEID inh | SIRT5 block | DENV2 CPE | PAX8 inh HTS | EWS-Fli inh | ARNT-TACC3 inh | LGR2 inh
Cc1noc(C)c1-c1nc(CSc2ccccc2)no1 | 0 | -1 | 3 | 0 | -26 | -5 | -5
COc1ccc(CC(=O)Nc2cccc(SC)c2)cc1OC | 1 | -1 | 7 | -9 | 6 | -2 | -13
Fc1ccc(NCc2nnc(SCc3ccccc3)o2)cc1 | 3 | 1 | -4 | 2 | 9 | -1 | -15

Carrying on:
SMILES | CASP6 VEID inh | SIRT5 block | DENV2 CPE | PAX8 inh HTS | EWS-Fli inh | ARNT-TACC3 inh | LGR2 inh
C=CC[C@H](CC(=O)NCCO)C(=O)NC[C@@H](OC(=O)[C@H](CC=C)CC(=O)OC(C)(C)C)c1ccccc1 | -2 | . | 8 | -18 | -7 | -2 | -1
Cc1ccc(S(=O)(=O)N2CCCC(C(=O)NC3CC3)C2)cc1 (centres undefined) | 0 | 6 | -4 | 5 | -4 | -3 | -5
O=C(COC(=O)c1ccc(-c2nnc(-c3ccccc3)o2)cc1)c1ccccc1 | 0 | -3 | 0 | -53 | -29 | -4 | .
CC(C)CN(C(=O)CSc1nc2ccccc2c(=O)[nH]1)c1c(N)n(CC(C)C)c(=O)[nH]c1=O | 1 | -2 | 0 | -4 | -7 | -3 | -10
CCCCc1nc2sc3c(=O)n(N)cnc3c2c2c1CCC2 | -1 | 6 | -2 | 5 | 4 | 0 | -22
COCCCNC(=O)C[C@@H]1C[C@@]2(C(=O)OC)CCCCC=C2N(Cc2ccccc2)C1=O | -3 | -4 | 10 | -5 | -6 | . | 4
CCOC(=O)[C@H]1[C@H]2COc3ccc(Cl)cc3[C@@H]2N2C(=O)c3cc(Br)ccc3NC(=O)[C@@]12C | 3 | . | -8 | 14 | -6 | -1 | 9
COc1ccc(C(C#N)N2CCCCC2)cc1OC (centres undefined) | 3 | -12 | . | . | -5 | -9 | -10
O=C(O)/C=C\C(=O)Nc1ccccc1C(=O)N1CCC(O)(c2ccc(Cl)cc2)CC1 | -1 | 3 | -1 | 20 | -8 | . | 1
Cc1cc(OC2CCCCC2)nc(NCc2ccccc2)n1 | -2 | -2 | -3 | -10 | -3 | . | 8
Cc1cccc(/C=C/c2onc(C)c2[N+](=O)[O-])n1 | -4 | -1 | 0 | 5 | 41 | . | 71*
O=C(Cc1ccc([N+](=O)[O-])cc1)Nc1ccc(Br)cn1 | 0 | 0 | 0 | -25 | -15 | -3 | -8
CC(C)C#Cc1cnc2c(c1)C(=O)N([C@H](C)CO)C[C@H](C)[C@H](CN(C)C(=O)Nc1cccc(F)c1)O2 | -1 | 4 | -5 | 11 | -15 | 19 | -42
CCOCCCNC(=O)Cn1nc(Cc2ccncc2)c2ccccc2c1=O | 0 | -2 | 8 | 9 | -1 | -5 | -3
C[C@H]1CN([C@@H](C)CO)C(=O)c2cc(-c3ccccc3F)cnc2O[C@@H]1CN(C)C(=O)c1cnccn1 | -1 | 0 | 3 | 11 | -7 | 0 | -4
COCCN(CCNC(=O)c1ccc(NC2=NC3CS(=O)(=O)CC3S2)cc1)Cc1ccco1 (centres undefined) | -2 | 0 | 2 | -5 | -10 | 2 | 9
CCSS(=O)(=O)c1cccc2cccnc12 | 0 | 0 | 0 | 0 | 17 | 65* | -6
Cc1cc(C(=O)Nc2ncn(Cc3ccc(F)cc3)n2)ccc1[N+](=O)[O-] | -2 | -4 | -4 | -3 | 4 | -6 | -6
CC(=O)C[C@@H](O)CC(=O)[C@@H]1OC(=O)CC/C=C\Cc2ccccc21 | 1 | . | -8 | 0 | -4 | 5 | -19
C=CCNc1nc(C(=O)OCC(=O)NCc2ccccc2OC)cs1 | 6 | 1 | 66* | 13 | -3 | -5 | -8
COc1cccc(NC(=O)N2C[C@@H](O)COC[C@H]3O[C@H](CC(=O)NC4Cc5ccccc5C4)CC[C@@H]32)c1 | 1 | -2 | 3 | 17 | -5 | 1 | -20
O=C1COc2ccc(S(=O)(=O)N3CCc4ccccc43)cc2N1 | 11 | 0 | 4 | 3 | -7 | -2 | -3
CC(C)(C)c1csc(NNC(=O)c2ccc(Cl)cc2)n1 | -5 | -1 | -6 | -30 | -27 | -8 | -21
O=C(C[C@@H]1C/C=C\C[C@@H](Cc2ccc(F)cc2)C(=O)OC[C@@H](Cc2c[nH]c3ccccc23)NC1=O)NCCO | 1 | -4 | -5 | -12 | 5 | 1 | -1
Nc1ccn([C@@H]2O[C@H](C(=O)N[C@H](Cc3ccccc3)C(=O)N3CCSC3)[C@@H](O)[C@H]2O)c(=O)n1 | -1 | 1 | 15 | -2 | -2 | . | 8
Next section:
SMILES | CASP6 VEID inh | SIRT5 block | DENV2 CPE | PAX8 inh HTS | EWS-Fli inh | ARNT-TACC3 inh | LGR2 inh
C[C@H](CO)N1C[C@H](C)[C@H](CN(C)CC2CCCCC2)Oc2c(NC(=O)NC3CCCCC3)cccc2C1=O | 1 | 3 | 3 | . | 14 | -6 | 1
O=C(c1ccc([N+](=O)[O-])s1)N1CCN(c2ccccn2)CC1 | 4 | -5 | -2 | 17 | 2 | -14 | -2
O=C(O)C(C(=O)Oc1ccccc1)C(C(=O)O)C(=O)Oc1ccccc1 (centres undefined) | 0 | -13 | -5 | -6 | 4 | . | -1
CC(Sc1nnnn1C1CC1)C(=O)N1c2ccccc2NC(=O)C1(C)C (centres undefined) | 3 | 7 | ? | 5 | 1 | -16 | 5
CO[C@H]1CN(C)C(=O)c2cc(NC(C)=O)ccc2OC[C@@H](C)N(C(=O)C2CCCCC2)C[C@@H]1C | -1 | 1 | 4 | -6 | 1 | -5 | 8
O=C(Cn1c(=O)[nH]c2ccccc2c1=O)N1CCN(c2cccc(Cl)c2)CC1 | 6 | -2 | 1 | 12 | -1 | 1 | -12
O=C(Nc1ccc(F)cc1)N1CC(=O)N2[C@H](CO)[C@@H](c3ccc(-c4ccc(F)cc4)cc3)[C@@H]2C1 | -2 | 5 | 6 | 14 | 3 | . | -12
C[C@@H]1CCCCO[C@H](CN(C)C(=O)Cc2ccccc2)[C@H](C)CN([C@@H](C)CO)C(=O)c2cc(NC(=O)CCCN(C)C)ccc2O1 | 0 | -4 | 5 | -16 | -16 | -1 | -6
COC(=O)[C@H]1[C@H](CO)[C@H]2Cn3c(cccc3=O)[C@H]2N1CC1CCOCC1 | 70* | 2 | -1 | 4 | -16 | 37 | 2
CCCC(=O)NC(=S)Nc1ccc(NC(=O)C(C)C)c(OC)c1 | . | -2 | 1 | -12 | 2 | -6 | -9
Cc1ccc(-c2nc(N3CCN(C)CC3)c3ccccc3n2)cc1 | -8 | 6 | 25* | -10 | -4 | 37 | -6
COCCNC(=O)c1ccc(Cl)c(S(=O)(=O)Nc2cccc(C)c2C)c1 | 1 | -1 | 15 | 5 | . | -1 | 7
O=C(CCCC(=O)NN=Cc1ccccc1Cl)NN=Cc1ccccc1Cl | -2 | . | 5 | 4 | 1 | 4 | 1
CCCCn1nnc(NC(=O)c2ccc(-c3ccccc3[N+](=O)[O-])o2)n1 | 1 | 0 | 3 | -10 | 1 | 10 | -55
COc1cc(CNCc2ccc(OC)cc2OC)cc(OC)c1 | 0 | -9 | 9 | 19 | 4 | 16 | 22
CC(C)C#Cc1ccc([C@H]2[C@@H](CO)N(C(=O)C3CCC3)[C@H]2C#N)cc1 | 0 | -2 | 1 | 3 | -3 | 5 | 3
COc1cc(C(=O)OCC(=O)N2CCN(S(=O)(=O)c3ccc(C)cc3C)CC2)c([N+](=O)[O-])cc1OC | -3 | 6 | 1 | 25 | 0 | . | -14
Cn1c(SCC(=O)Nc2cccc(S(=O)(=O)NC3=NCCCCC3)c2)nnc1-c1ccccc1 | 1 | -4 | 6 | 17 | 14 | 5 | -9
CCCCNc1ccc(C(CC(N)=O)NC(=O)c2cc(C)cc(C)c2)cc1[N+](=O)[O-] (centres undefined) | -3 | 3 | -1 | 4 | 7 | -2 | -4
